Screening results from PubChem.
NPY Y2 blocker = blocks the human neuropeptide Y Y2 receptor; NPY-Y2 expressing cells, antagonist mode; inhibition, % at 2.7 µM; hit rate 0.99% among 140,000; AID 793; in the data active = inhibition above about 17%;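 note: 0% = vehicle with agonist challenge and 100% = reference antagonist with challenge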
Target sequence (P49146 whole entry, looked up): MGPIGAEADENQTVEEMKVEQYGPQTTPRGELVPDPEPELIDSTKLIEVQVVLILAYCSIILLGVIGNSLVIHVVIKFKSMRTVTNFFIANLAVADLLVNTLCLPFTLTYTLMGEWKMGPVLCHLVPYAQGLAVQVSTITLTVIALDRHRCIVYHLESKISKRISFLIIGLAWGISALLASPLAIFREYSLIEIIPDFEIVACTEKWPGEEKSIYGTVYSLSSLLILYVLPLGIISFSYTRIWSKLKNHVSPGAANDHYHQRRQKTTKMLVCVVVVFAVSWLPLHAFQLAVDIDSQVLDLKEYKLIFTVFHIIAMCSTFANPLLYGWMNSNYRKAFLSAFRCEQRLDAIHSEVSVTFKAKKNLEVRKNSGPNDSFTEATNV
Phagocyt inh = macrophage phagocytosis inhibition | J774A.1 macrophage IgG-bead phagocytosis, imaging | inhibition, % at 5 µM | hit rate 0.07% among 110,000 | AID 1029;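 active = inhibition above the mean of the plate negative controls plus 5 SD, cut at about 13% in these data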;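 note: phagocytic index as fraction of beads internalized from green versus red external bead signal; plate controls were DMSO negative control for no effect and cytochalasin-D positive control for full effect; some results beyond the cut were filed as inactive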
Yeast lifespan up = yeast lifespan extension | S. cerevisiae growth with nicotinamide, OD615; deaD strain in restrictive glucose medium | inhibition of the nicotinamide effect, % at 10 µM | hit rate 0.68% among 130,000;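 active = inhibition above a set limit, placed 3 SD over the median of all compounds, cut at about 26% in these data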;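 note: 0% = nicotinamide-treated wells and 100% = cells grown without nicotinamide; some compounds called inactive have numbers as strong as hits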
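System: DeaD-strain S. cerevisiae / Buffer or medium: CSMM-D, restrictive glucose (dextrose) synthetic minimal medium / Probe or stimulus: nicotinamide, 1.5 mM, co-present with compound / Compound: one concentration, 10 µM, DMSO 0.25% / Incubation: 48 h compound exposure at 30 °C, humidified / Technique: optical density (absorbance) at 615 nm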
bCat KO growth = beta-catenin-lacking colon tumor cell growth suppression. HCT116 beta-catenin knockout viability, CellTiter-Glo, 60 h; active compounds read low. viability, % at 10 µM. hit rate 1.5% among 140,000. AID 818;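 active = viability at or under a set limit, the compound median less 4 SD, cut at about 6% in these data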;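 note: 0% = Hyamine 1622 control at 20 µM and 100% = untreated cell control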
GALR2 antag = GALR2 (human) receptor antagonism; hit rate 0.39% among 140,000; O43603; GALR2-expressing cells, antagonist mode; inhibition, % at 4 µM; in the data active = inhibition above about 27%;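 note: cells stimulated with galanin 1-16 at roughly its EC80; 0% = agonist challenge control and 100% = basal control without agonist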
Target sequence (O43603 whole entry, looked up): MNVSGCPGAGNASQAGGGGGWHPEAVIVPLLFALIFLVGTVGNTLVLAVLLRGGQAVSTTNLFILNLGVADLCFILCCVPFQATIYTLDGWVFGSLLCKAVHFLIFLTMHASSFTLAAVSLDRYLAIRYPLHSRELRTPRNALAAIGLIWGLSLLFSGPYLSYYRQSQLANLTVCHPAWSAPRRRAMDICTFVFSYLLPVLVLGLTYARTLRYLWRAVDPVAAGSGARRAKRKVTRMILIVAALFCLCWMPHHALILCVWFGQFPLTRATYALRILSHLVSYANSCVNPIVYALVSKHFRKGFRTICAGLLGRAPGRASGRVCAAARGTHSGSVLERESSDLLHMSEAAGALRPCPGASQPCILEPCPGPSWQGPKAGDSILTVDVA
HCT116 PTEN-null = growth suppressors of cells with PTEN tumor suppressor deletion; HCT116 PTEN-null viability, CellTiter-Glo, 60 h; active compounds read low; viability, % at 10 µM; hit rate 1.2% among 140,000;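 active = viability at or below a set limit, 4 SD under the median of all tested compounds, cut at about 3.7% in these data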;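 note: PTEN knockout HCT116 line with beta catenin targeted HCT116 as companion control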
MRP-1 activ = MRP-1 activation; H69AR cells + doxorubicin, viability rescue, CellTiter-Glo; viability increase, % at 10 µM; hit rate 0.61% among 140,000; AID 799;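 active = viability gain under doxorubicin at or above a set limit, the compound median plus 3 SD, cut at about 4.7% in these data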;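 note: MRP-1 overexpressing cells given doxorubicin 25 µM after compound pretreatment; 18-22 h compound pretreatment then 72 h with doxorubicin before readout; 0% = doxorubicin-only wells and 100% = vehicle-treated cells without doxorubicin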
Measles CPE = protection of cells from measles virus; Measles virus-infected cells, CPE protection, absorbance; protection (pct of control), % at 4 µM; hit rate 1.5% among 140,000; AID 841; in the data active = protection mostly above about 24%, no sharp cut-off; inactive = mostly below about 26%; note: some compounds called inactive have numbers as strong as hits
Yeast growth inh = yeast BB579 growth reduction in restrictive medium; S. cerevisiae BB579 growth, OD615, 48 h; inhibition, % at 10 µM; hit rate 0.51% among 140,000; AID 804;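 active = inhibition above a set limit, 3 SD over the mean compound inhibition, cut at about 44% in these data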; note: inactives centre near -24
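Detection: OD615 turbidity measurement; Material: Saccharomyces cerevisiae DeaD strain BB579, replicative lifespan model yeast; Timing: 48 h exposure, 30 °C; Doses: single 10 µM dose; Medium: CSMM-D restrictive synthetic medium containing dextrose (glucose); Controls: amphotericin B at 10 µg/mL as positive control.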
E-sel TNF inh = TNF alpha driven E-selectin expression inhibition. hit rate 0.71% among 120,000. inhibition, % at 2 µM. HUVEC TNFa-induced E-selectin immunofluorescence, high content. AID 1246;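 active = inhibition above the batch mean plus 3 SD, and confirmed as a hit on visual image review, cut at about 43% in these data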;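 note: 0% = TNF-stimulated DMSO wells and 100% = unstimulated control wells; not every result past the cut was called active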
Active calls of the source: *; · = not tested or not shown.

Below each compound: HCT116 PTEN-null	MRP-1 activ	Yeast growth inh	Yeast lifespan up	Measles CPE	E-sel TNF inh	Phagocyt inh	bCat KO growth	NPY Y2 blocker	GALR2 antag
> CCCn1c(CNc2ccccc2O)nc2ccccc21
  48	-3.3	45*	4	16	27	0	53	-1	27
> CCOc1nc(Nc2ccc(OC)cc2)nc(OCC)n1
  108	0.1	-71	-12	6	-19	·	106	3	1
> O=C(Nc1ccc2c(c1)OCCO2)c1cc2sccc2n1Cc1ccccc1
  39	-0.9	-31	-15	10	-2	·	42	-1	-4
> N#Cc1cc(-c2ccccc2)c[nH]c1=O
  102	-1.1	-31	-4	12	-31	1	100	2	7
> CCC(=O)Nc1c(C(=O)N2CCCCCC2)cnn1-c1ccc(C)c(C)c1
  100	-0.8	-16	-8	6	-2	0	106	-2	10
> O=C1C2CC=CCC2C(=O)N1c1ccc(NCCc2ccc(O)cc2)c([N+](=O)[O-])c1 (configuration not stated)
  68	-3.0	-61	4	11	-15	1	62	-2	1
> O=C(Nc1ccc(S(=O)(=O)NCc2ccccc2)cc1)c1ccc(Br)o1
  69	-2.0	-9	·	6	23	·	79	7	4
> CC(C)N(C(=O)CSc1nc2ccccc2n1Cc1ccc(F)cc1)C(C)C
  68	-4.8	-19	·	3	20	·	69	14	4
> CCN(CC)S(=O)(=O)c1ccc(Cl)c(C(=O)NC)c1
  105	0.1	-12	-5	45*	·	0	98	1	6
> Cc1ccc(S(=O)(=O)N2CCN(c3ccc4nnc(-c5ccccc5)n4n3)CC2)cc1
  52	-1.2	-81	-5	4	·	0	36	0	-11
> CN(C)CC(C)(C)CNS(=O)(=O)c1cccc(Cl)c1Cl
  106	-1.9	-16	0	5	4	-1	90	3	-23
> CCCCCCCOC(=O)C[N+](C)(C)CCOC1CC2CCC1(C)C2(C)C (configuration not stated)
  1.3*	-4.7	100*	-12	12	-5	2	1.6*	15	-11
> CON1C(=O)C(=O)N(OC)C2CCCCCC21 (configuration not stated)
  94	1.4	-26	-1	45*	10	-10	88	3	2
> CC1CCN(C(=O)C2(NC(=O)Nc3cccc(F)c3)CCCCC2)CC1
  86	0.6	-35	·	22	-12	·	99	2	16
> O=C(/C=C/Nc1ccccc1F)c1cccs1
  68	-3.1	-42	-7	15	-46	-5	62	0	21
> CCOc1cc(C)c(Cl)cc1S(=O)(=O)n1nnc2ccccc21
  93	-1.3	4	-2	9	8	0	90	11	4
> O=C(Cn1cnc2sc(-c3ccccc3)cc2c1=O)NCc1ccco1
  45	-4.0	-31	-5	1	20	-4	49	3	-12
> CC(C)(C)NC(=O)c1sccc1C(=O)O
  96	-1.1	-7	-16	15	·	·	101	2	13
> CCOc1ccc(OCc2ccc(C(=O)NCc3cccnc3)o2)cc1
  90	-1.9	-38	-7	20	20	1	103	4	1
> COc1ccc(NC(=O)CNc2cccc(C#N)c2)cc1Cl
  83	-1.3	-19	-9	5	·	0	95	8	-2
> S=C(NCCN1CCOCC1)Nc1ccc(Cl)cc1
  95	-2.9	-12	18	8	·	0	92	1	6
> Brc1ccc(OCc2nnc3n2CCC3)cc1
  99	7.0*	-47	1	16	-11	-6	93	2	-1
> O=C(Nc1c(Cl)cc(Cl)cc1C(=O)NCc1cccnc1)c1ccc(Cl)cc1Cl
  75	-1.0	-66	-5	27	-74	2	91	3	-6
> O=c1nc2n(c3c4c(sc13)CCC4)CCC2
  104	0.3	17	-15	23	·	-1	105	0	6
> Nc1nc2c3ccccc3nc(C3CC3)n2n1
  89	-1.9	-18	-22	18	-12	-1	80	4	-10
> CC1=C(C(=O)Nc2cccc(F)c2)C(c2ccsc2)C2=C(CC(C)(C)CC2=O)N1 (configuration not stated)
  13	-3.0	-11	6	9	·	9	15	5	12
> COc1ccccc1-n1nnnc1S(=O)(=O)Cc1ccc(Cl)cc1
  3.4*	-2.7	-59	7	13	·	-2	2.9*	·	·
> Cc1ccc(CC(=O)Nc2nc3ccccc3s2)cc1
  82	2.3	-22	-29	4	1	·	99	2	-3
> Cn1ccnc1SCC(=O)N(C1CCCCC1)C1CCCCC1
  94	-1.2	-34	-7	16	-9	0	103	0	-15
> Cc1ccc(C)c(S(=O)(=O)NC(CC(C)C)C(=O)O)c1 (configuration not stated)
  94	-1.1	-34	-6	18	·	·	99	0	-2
> COC(=O)[C@@H](NC(=O)Nc1ccccc1F)C(C)C
  112	-0.7	-60	-2	15	·	-1	96	-1	1
> Cc1ccc(CC(CC(=O)O)C(=O)NCc2ccccc2)cc1 (configuration not stated)
  93	0.3	-32	1	8	·	-8	97	3	5
> CC(=O)Nc1nc(CC(C)C)cc(-c2ccco2)c1C#N
  102	-2.9	-26	-19	16	-34	0	97	2	1
> O=C(O)c1cc2ccc3ccccc3c2[nH]1
  95	-2.6	5	-22	1	-6	1	102	5	-7
> Fc1cccc2sc(Nc3nnc(-c4ccccc4)o3)nc12
  17	-3.3	-41	60*	4	·	·	24	3	1
> CCC(C)c1ccccc1OCCOCCN1CCCC1 (configuration not stated)
  78	-1.4	-6	1	10	-3	·	88	3	10
> Nc1nc(NCCCN2CCOCC2)nc(Nc2ccccc2)c1[N+](=O)[O-]
  64	-3.1	-6	3	4	·	-1	77	-1	-27
> Cc1nn(Cc2ccc(C(=O)Nc3nc4c(C)cccc4s3)o2)c(C)c1Br
  41	-2.3	-36	-1	12	6	·	29	-3	3
> COC(=O)Cn1cc(C(=O)OC)c2ccccc21
  100	-0.2	-49	-20	7	10	0	94	4	14
> O=C(CC1Oc2ccccc2NC1=O)NCc1ccc(Cl)cc1 (configuration not stated)
  101	-1.3	-7	-6	8	-8	0	92	-1	8
> O=S(=O)(NCc1cc(-c2ccc(Cl)cc2)no1)c1ccccc1
  110	-0.2	-71	0	3	34	·	103	2	0
> O=C(COc1ccc2ccccc2c1Br)NC(=S)Nc1cccc(CO)c1
  101	-2.9	-57	-4	4	3	-3	103	2	1
> CCSc1nnc(NC(=O)C2Cc3ccccc3CN2S(=O)(=O)CC)s1 (configuration not stated)
  49	0.6	-16	-8	12	·	-8	51	1	6
> COc1ccc(-c2nnn(CC(=O)N(CC(=O)NCCC(C)C)Cc3cccs3)n2)cc1OC
  77	-1.5	-27	-9	17	14	·	82	2	9
> Cc1nn(CC(=O)NCc2ccc(-n3cccn3)cc2)c(C)c1[N+](=O)[O-]
  95	-0.9	-27	-2	6	0	-6	102	7	2
> CC1(C)C(=O)Nc2ccccc2N1C(=O)COC(=O)c1ccc(Cl)c(S(=O)(=O)NCc2ccccc2)c1
  64	0.0	-63	-6	4	12	0	64	8	-1
> CCN(CC)S(=O)(=O)c1ccc(OC(C)C)c(NC(=O)c2c3c(nc4ccccc24)CCN(Cc2ccccc2)C3)c1
  62	-4.5	4	-6	9	·	-4	65	4	-12
> C#CCn1c(=NC(=O)c2cccs2)sc2cccc(OC)c21
  70	-1.8	-4	-11	5	17	0	68	23*	2
> O=C1OCCC1Sc1nc2ccccc2[nH]1 (configuration not stated)
  112	-0.2	-26	-3	25	5	0	101	3	-2
> COC(=O)C1C2C=CC3(CN(CC4CCCO4)C(=O)C13)O2 (configuration not stated)
  95	-1.8	-34	-13	26	-15	0	111	2	-14
> Cc1c(NC(=O)C(C)OC(=O)CC2Sc3ccccc3NC2=O)c(=O)n(-c2ccccc2)n1C (configuration not stated)
  89	-1.7	-23	13	6	·	1	97	-1	5
> CC1(Br)C2CCCC1C2S(=O)(=O)c1ccccc1 (configuration not stated)
  92	3.3	-28	5	5	21	·	94	1	-8
> O=S(=O)(Nc1cccnc1)c1ccc(Cl)cc1
  112	-1.4	-17	-5	16	-9	3	94	3	0
> O=C(O)C1CCN(S(=O)(=O)c2cccnc2)CC1
  95	-1.2	-8	-12	3	35	·	87	2	5
> Cn1c2ccccc2c2c(C(=O)NCc3ccco3)cn(C3CCCCC3)c(=O)c21
  79	-3.2	-9	-18	42*	6	·	79	12	2
> COc1cccc(-c2cc(C(=O)Nn3cnnc3)c3ccccc3n2)c1
  90	-1.3	-3	-14	6	-9	·	96	2	-4
> Cc1occc1C(=O)NNC(=O)NC12CC3CC(CC(C3)C1)C2
  108	0.2	-48	-10	11	19	1	100	1	-4
> Cc1nc(C)c(C(=O)NNC(=O)c2ccc(Br)cc2)s1
  98	1.9	-6	-2	13	·	-8	92	0	3
> O=C(NCc1ccncc1)C12CC3CC(CC(C3)C1)C2
  93	-1.2	-27	-19	10	-5	0	100	1	-11
> Cc1cccc(-c2noc(CN(C(=O)c3ccc(Br)o3)C(C)C)n2)c1
  80	-0.5	-39	4	19	-32	-1	86	9	-4

Other compounds follow:
Below each compound: HCT116 PTEN-null	MRP-1 activ	Yeast growth inh	Yeast lifespan up	Measles CPE	E-sel TNF inh	Phagocyt inh	bCat KO growth	NPY Y2 blocker	GALR2 antag
> COc1ccc(-c2csc(N3CCN(C(=O)c4ccco4)CC3)n2)cc1
  95	0.9	-68	-10	20	·	0	98	4	-6
> CC(=O)c1cn(CC(=O)Nc2ccc(C)cc2C)c2ccccc12
  42	-0.7	7	·	11	-27	·	34	1	25
> C=CCOC(=O)C1=C(C)NC(=O)NC1C1CC=CCC1 (configuration not stated)
  100	-0.8	-59	-6	11	17	-1	95	1	11
> Cc1cc(C)n(C(=O)CCNC(=O)c2ccccc2Cl)n1
  102	-0.7	-3	·	14	-40	·	92	3	14
> NC1=NC(=Nc2ccc(Br)cc2)c2ccccc21
  62	-0.9	-33	-5	5	·	-4	63	-1	3
> Cc1cc(NCCCN2CCOCC2)n2ncc(-c3ccccc3)c2n1
  87	-4.5	-41	-15	16	-25	1	87	2	-4
> N#Cc1ccc(/C=C/C(=O)c2ccco2)cc1
  1.6*	-5.8	-12	21	14	·	-1	2.3*	1	20
> COc1ccc(NC(=O)C2CCN(S(=O)(=O)c3ccc(OC)c(OC)c3)CC2)cc1
  105	-1.1	-26	-6	12	14	0	99	-1	19
> CCOC(=O)N1CCN(C(=O)C(C)(C)Oc2ccc(Cl)cc2)CC1
  95	-0.4	-61	10	2	·	-1	93	3	1
> COc1cc(/C=N/NC(=O)c2ccoc2C)cc(OC)c1O
  97	-2.1	-24	7	14	13	-5	99	2	6
> Cc1ccc2c(c1)N(C(=O)NC1CCCCC1)C(C)(C)CC2C (configuration not stated)
  112	-1.9	-27	8	2	12	-1	103	2	-2
> Cc1c(NS(=O)(=O)c2cccc(C(=O)NCc3ccncc3)c2)c(=O)n(-c2ccccc2)n1C
  101	-2.3	-9	1	6	6	0	92	3	4
> CCCC(=O)Nc1ccc(-c2ccc(NC(=O)CCC)cc2)cc1
  90	2.9	-34	4	5	·	·	99	2	7
